# Bioassay records as filed in PubChem.
# PTHR1 agonist: activates the human parathyroid hormone receptor PTHR1; Q03431; HEK293 GP2 PTHR1 cells, GloSensor cAMP luminescence, 1 h; Potency, µM (series often up to 115 µM), without a hit: top-dose activation, most hits filed as activators; 0.075% of 410,000 active; also: potency is read from the fitted curve at half-maximal effect; nearly all actives have a fitted effect of over 55% in size; some results filed as inactive show a strong effect at the top dose; inactives centre near -15; many of its hits are not listed in these tables
# Target sequence (Q03431 whole entry, looked up): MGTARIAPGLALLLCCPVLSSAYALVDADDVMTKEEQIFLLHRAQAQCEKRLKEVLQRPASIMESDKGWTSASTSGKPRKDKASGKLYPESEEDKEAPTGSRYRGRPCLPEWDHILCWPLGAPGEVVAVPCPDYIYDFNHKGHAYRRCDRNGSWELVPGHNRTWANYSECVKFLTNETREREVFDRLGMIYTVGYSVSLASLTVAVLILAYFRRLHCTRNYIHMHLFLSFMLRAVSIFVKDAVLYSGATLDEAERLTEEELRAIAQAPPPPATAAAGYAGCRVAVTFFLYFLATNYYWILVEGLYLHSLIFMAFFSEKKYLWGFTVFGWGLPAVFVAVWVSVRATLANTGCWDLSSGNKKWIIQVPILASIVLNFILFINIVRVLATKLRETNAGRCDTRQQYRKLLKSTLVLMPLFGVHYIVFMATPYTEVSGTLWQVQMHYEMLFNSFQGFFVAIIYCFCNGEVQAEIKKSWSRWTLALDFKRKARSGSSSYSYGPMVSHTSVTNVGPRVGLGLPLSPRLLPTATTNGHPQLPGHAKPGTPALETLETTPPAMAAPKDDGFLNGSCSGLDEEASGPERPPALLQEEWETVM
#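 HEK-293-derived GP2 cells expressing PTHR1 and a GloSensor cAMP reporter, 3,000/well, plated overnight, given luciferin plus IBMX (each 0.5 mM as added) for 1 h at 37 °C, then compound for 1 h at 37 °C. Luminescence was read after 15 min at room temperature.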
# FUS yeast rescue: FUS proteinopathy suppression in yeast | S. cerevisiae FUS-expressing, growth rescue, OD600, 24 h | Potency, µM (titrated, usually from 76.6 µM), for inactives: at the top dose growth rescue (activation), actives largely listed as activators | 0.24% of 390,000 active;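 also: potency is read from the fitted curve at half-maximal effect; plate controls were DMSO vehicle for no effect and reference control for full effect; nearly all actives have a fitted effect of over 55% in size; some results filed as inactive show a strong effect at the top dose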
#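 FUS-expressing yeast, raffinose-pregrown, induced in 2% galactose minimal medium at OD 0.005; compounds in a dilution series, 24hr at 30C. Growth restoration read as absorbance at 600 nm. CP55940 positive control, DMSO negative.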
# GLP1R inv ag: inverse agonists of human GLP-1 receptor; AID 624417; HEK293 GLP-1R CRE-luciferase, luminescence, 24 h; GLP-1R form is constitutively active; Potency, µM (doses to about 38.3 µM), without a hit: at the top dose activity change, negative = inhibition, hits mostly inhibitors; 1.6% of 410,000 active; also: potency is read from the fitted curve at half-maximal effect; % is scaled to controls: 0 for no effect and ±100 for the full control effect; nearly all actives have a fitted effect of over 55% in size
#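 Assay principle: reduced luminescence from a cAMP-responsive reporter in HEK293 cells co-expressing a constitutively active GLP-1R. Conditions: 24 hr compound incubation, 37 deg C, 5% CO2.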
# Akt phos inh: blocks phosphorylation of Akt. Neuro2A IGF-stimulated pAkt S473 HTRF, 20 min; active compounds read low. activity change, % for hits at 50 µM. 0.32% of 360,000 active; in the data active = activity change below about -80%; inconclusive = mostly about -51% to -80%; also: % is scaled to controls: 0 for no effect and ±100 for the full control effect
#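 Single-point screen (50 µM final compound) in Neuro2A cells stimulated 20 min with 6 nM IGF at 37 deg C. After lysis, Ser473-phosphorylated Akt read by HTRF (ex 330 nm, em 615/665 nm) as the 665/615 ratio.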
# aSyn rescue: alpha-synuclein toxicity inhibition in yeast; Yeast expressing alpha-synuclein, growth rescue, BacTiter-Glo, 24 h; Potency, µM (highest dose often 46.1 µM), for the others: at the top dose growth rescue (activation), usual class: activators; 0.14% of 370,000 active; AID 652106; also: potency is read from the fitted curve at half-maximal effect; % of control where 0% means no effect; nearly all actives have a fitted effect of over 65% in size
#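 Readout is rescue of growth in alpha-synuclein-expressing yeast, so inhibitors of toxicity appear as activators. Growth after 24 hr at 30 deg C in galactose medium is quantified by luminescence.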
# Abeta yeast res: compounds reversing amyloid beta toxicity in yeast | yeast expressing A-beta42, growth rescue, OD600, 48 h; response scale: 0% DMSO, 100% iron-clioquinol control | Potency, µM (top dose mostly 46.1 µM), for the others: at the top dose growth rescue, most hits filed as activators | 0.063% of 410,000 active | AID 1347071; also: potency is read from the fitted curve at half-maximal effect; nearly all actives have a fitted effect of over 55% in size
#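 Yeast A-beta toxicity model in growth medium with pinned compounds, 48 h at 30 C; growth read as absorbance at 600 nm. Normalized to FeCl3/clioquinol equimolar mix (positive) and DMSO (negative).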
# Mm-Cpn inhibitor: blocks the Methanococcus maripaludis chaperonin Mm-Cpn; purified Mm-Cpn ATPase, ADP Transcreener TR-FRET; AID 504842; 0.031% of 330,000 active; Potency, µM (series often up to 76.9 µM), inactives show at the top dose activity, negative = inhibition, actives largely listed as inhibitors; also: potency is read from the fitted curve at half-maximal effect; % is scaled to controls: 0 for no effect and ±100 for the full control effect; nearly all actives have a fitted effect of over 80% in size
#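 ATPase read-out: TR-FRET ADP immunoassay (anti-ADP Eu cryptate vs ADP-d2), ex 320 nm, em 590/665 nm; signal drops as ADP forms. Enzyme 25 nM, ATP 10 uM, 30 min at 37°C after 10 min compound preincubation.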
# HEK293 tox: cytotoxicity counter-screen for GLP-1 receptor inverse agonists | Potency, µM (series often up to 38.3 µM), for inactives: at the top dose activity change, negative = inhibition, usual class: inhibitors | 0.13% of 410,000 active | HEK293 cAMP-luciferase reporter cells, luminescence, 24 h;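 also: loss of luciferase light is scored as toxicity; potency is read from the fitted curve at half-maximal effect; % is scaled to controls: 0 for no effect and ±100 for the full control effect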
#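 Compound-treated cells are incubated 24 hr at 37 deg C under 5% CO2 after a 12 hour attachment period, then luciferase detection reagent is added and luminescence is measured following 12 min at room temperature; lowered signal indicates toxicity.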
# TDP43 rescue: inhibitors of TDP-43 toxicity in yeast; TDP-43 expressing yeast growth rescue, BacTiter-Glo, 24 h; Potency, µM (titrated, usually from 46.1 µM), inactives show at the top dose growth rescue (activation), usual class: activators; 1.8% of 410,000 active; AID 652104; also: potency is read from the fitted curve at half-maximal effect; % of control where 0% means no effect; nearly all actives have a fitted effect of over 50% in size
#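 Luminescence from BacTiter-Glo reports growth of TDP-43-expressing yeast after 24 hr at 30 deg C with compound. Cells were raffinose-pregrown to mid-log, then seeded in galactose medium at OD600=0.02.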
# * = called active by the depositor; i = inactive; ? = inconclusive; · = not tested or not shown; & = joins results of further samples; [ ] = dose if it differs, or a comment. Unless noted, calls follow the shape of the dose curve; as a rule, active = well fitted curve in the direction sought with a large enough effect; inconclusive = small, poorly fitted or top-dose-only effect, or another doubt; inactive = no such curve, though single readings can be large; an effect the other way counts as inactive or inconclusive. The list is partial; the hit share may differ from the screen's.
SMILES,PTHR1 agonist,FUS yeast rescue,GLP1R inv ag,Akt phos inh,aSyn rescue,Abeta yeast res,Mm-Cpn inhibitor,HEK293 tox,TDP43 rescue
COc1nc(SCC(=O)Nc2ccccc2Cl)nc(N(C)C)n1,i,1%,?,i,?,8%,0%,-7%,?
CCOc1ccc(OCC)c(NC(=O)C2CCCN(S(=O)(=O)c3cnc[nH]3)C2)c1 (stereo not given),-23%,-5%,12%,i,-1%,-16%,1%,-19%,2%
CC1=C(C(=O)Nc2cccc(C)c2C)C2(CCCCC2)OC1=O,-2%,-10%,-6%,·,·,3%,·,-14%,?
CCN(CC)C(=O)c1cn(CC)c(=O)c2cc(OC)c(OC)cc12,-25%,6%,21%,i,1%,-25%,-1%,7%,-7%
COc1ccc2nc(Nc3ccccc3)sc2c1,-22%,13%,?,i,-7%,17%,-2%,0%,4%[9.22 µM]
COc1ccc(C(=O)C2CCCN(C(=O)CCNC(C)=O)C2)cc1OC (stereo not given),-18%,-17%,7%,i,1%,-4%,2%,1%,24%
CN(C)c1cc(Nc2ccc(O)cc2)c([N+](=O)[O-])c2nonc12,?,4%,32%[activator],i,4%,0%,1%,-4%,-3%
N#CCCN1CCN(S(=O)(=O)c2ccc(C3CCCCC3)cc2)CC1,-54%[inhibitor],8%,-1%,i,4%,8%,-3%,4%,19%
CCOC(=O)C1=CN(CC)S(=O)(=O)NC1c1ccc(C(F)(F)F)cc1 (stereo not given),i,-5%,-25%,i,7%,8%,1%,-1%,8%
Cc1ccc(S(=O)(=O)N2CCN(C(=O)CC(C)n3nc(C)c(Cl)c3C)CC2)cc1 (stereo not given),-9%,47%,?,i,3%,9%,-2%,-12%,-10%
COc1ccc(N2CCN(C(=O)c3ccc(Oc4ccc(C(F)(F)F)cn4)cc3)CC2)cc1,-36%[inhibitor],10%,0%,i,-1%,7%,1%,-1%,-12%
C[C@H](CO)N1C[C@H](C)[C@@H](CN(C)C(=O)NC2CCCCC2)Oc2ccc(NS(=O)(=O)c3cccs3)cc2C1=O,-14%,15%,7%,i,1%,1%,2%,-8%,10%
CCc1cc(=O)oc2c3c(cc(OCC(=O)NCCCCCC(=O)O)c12)OC(C)(C)CC3,i,-2%,5%,i,-8%,14%,-6%,-2%,4%
Cc1cccc(OCc2nnc(SCC(=O)c3cccs3)n2C)c1C,-7%,38%,?,i,6%,0%,-19%,3%,22%
CCC(C)(C)NC(=O)C(c1ccc(C)cc1)N(CC1CCCO1)C(=O)CNC(=O)c1cccs1 (stereo not given),-7%[57.5 µM],23%,?,i,12%,-48%[inhibitor],2%,-13%,-1%
COc1cccc(N2CC(C(=O)Nc3c(C(N)=O)oc4ccccc34)CC2=O)c1 (stereo not given),i,12%,10%,i,2%,10%,2%,4%,0%
COc1ccc(CN(CC(=O)NC2CCCCC2)C(=O)CCCC(=O)Nc2ccccn2)cc1,i,-4%,8%,i,-6%,-11%,-2%,-1%,18%
Cc1ccc2nc(N3CCN(c4ccccc4)CC3)c(C=O)c(=O)n2c1,i,-4%,24%,i,-9%,-29%,-1%,-6%,-8%[0.397 µM]
Cc1cccc(C(=O)NCc2nnc(SCC(=O)NC3CCCC3)n2C)c1,i,16%,-18%,i,-2%,-13%,5%,-2%,-28%
Cc1ccc(SCCNC(=O)c2ccc([N+](=O)[O-])c(C)c2)cc1,-2%,11%,?,i,-1%,25%,1%,-5%,-10%[1.82 µM]
Cc1ccc(OCC(=O)NNC(=O)CCc2ccccc2)c(Br)c1,-2%,27%,-36%,i,1%,-2%,1%,4%,0%
OC(C#CCN1CCOCC1)c1cccs1 (stereo not given),i,-10%,1%,i,-1%,7%,0%,-7%,19%
Cc1ccc(OCC(=O)Nc2ccc(C)c(S(=O)(=O)N3CCCCC3)c2)c([N+](=O)[O-])n1,-30%[inhibitor],28%,71%[activator],i,1%,-8%,0%,1%,14µM*
CC(NS(=O)(=O)c1ccc(CCC(=O)N2CCN(C)CC2)cc1)c1ccccc1 (stereo not given),i,-2%,3%,i,-1%,-11%,0%,-1%,-5%
F[B-](F)(F)c1cc2ccccc2s1,-22%,-29%,6%,i,?,-84%[inhibitor],·,-11%,-88%[inhibitor]
CCOC(=O)CSc1nnc(Cc2cc(=O)[nH]c(=O)[nH]2)n1-c1ccc(Cl)cc1,22%,-11%,-13%,i,9%,-7%,-1%,9%,-10%
COC(=O)c1cc2occc2n1Cc1nc(-c2ccccc2C)oc1C,i,17%&2%,2%&4%,i,2%,3%&7%,0%,1%&20%,13%&20%
CCCCOc1ccc(C(C)NC(=O)CCS(=O)(=O)Cc2ccccc2Cl)cc1 (stereo not given),i,·,-16%,i,3%,-14%,1%,-7%,-18%
Cc1snc(SCc2ccc(Cl)cc2)c1C#N,-32%,-29%,?,i,-1%,7%,-1%,4%,?
O=C(CSc1ccc(-c2ccccc2)nn1)N1CCCCC1,i,13%,-19%,i,7%,-3%,2%,-7%,5%
CCCCn1c(N)c(N(CCOC)C(=O)C2CCN(c3ncnc4sc(C)c(C)c34)CC2)c(=O)[nH]c1=O,-5%,?,19%,i,-10%,1%,-2%,-13%,-21%
CCC1NC(=O)c2cc3ccccc3cc2-n2c1nc1cc(F)ccc1c2=O (stereo not given),-15%,20%,-2%,i,8%,11%,·,2%,0%
CCOc1ccc(NC(=O)CSC2=NCCN2)cc1,i,·,22%,i,-1%,2%,-2%,36%,5%
CSCCC(NC(=O)c1cccc(C)c1)C(=O)Nc1sccc1C(N)=O (stereo not given),i,29%,9%,i,-6%,8%,-4%,-6%,-5%
O=C(CSCc1ccc([N+](=O)[O-])cc1)NN=C1CCCCCC1,9%[57.5 µM],39%,8%,·,2%,-21%,-1%,-6%,-26%
Cc1ccccc1OCc1nc2c3cnn(C)c3ncn2n1,-13%,-2%,0%,·,·,7%,1%,4%,?
O=C(CCc1cn(Cc2ccccc2Cl)c2ccccc12)NC1CCCCC1,-11%,27%,10µM*,·,·,16%,·,-19%,12%
Cc1ccc(C(=O)O)cc1NC(=S)NC(=O)c1ccc(-c2ccccc2)cc1,-36%[inhibitor],-2%,4%,i,25%,-2%,0%,0%,-8%[9.22 µM]
COCCN(C(=O)COC(=O)c1cccs1)c1c(N)n(Cc2ccccc2)c(=O)[nH]c1=O,-4%,0%,0%,i,7%,13%,0%,-8%,8%
Cc1c(C(=O)Nc2cccc3cccnc23)oc2ccccc12,-7%[57.5 µM],-4%,12%,i,0%,3%,0%,3%,-7%
C=C(C)Cn1c(SCC(=O)O)nnc1-c1ccc(OC)cc1,4%,19%,0%,i,-10%,-1%,-3%,1%,11%
O=C(CCC(=O)OCc1cccc([N+](=O)[O-])c1)Nc1ccc(F)cc1,-14%,-10%,13%,i,-4%,-7%,2%,-4%,-6%
CCc1nn2c(=O)c(S(=O)(=O)Nc3ccc(Cl)cc3)c(C)nc2s1,i,29%&5%,0%&-22%,i,?,18%&15%,1%&0%,8%&-3%,?
COc1ccc(CN2CCNC(=O)C2CC(=O)NCc2cn[nH]c2-c2ccccc2)c(F)c1 (stereo not given),-14%,23%,6%,i,4%,11%,0%,-13%,0%
O=C1Nc2c(Br)cc(Br)c3cccc1c23,-4%,2%,48%[activator],i,10%,-3%,1%,48%[activator],-9%
O=C(CC(c1ccccc1)(c1ccccc1)c1ccccc1)N[C@@H](Cc1ccc(O)cc1)C(=O)O,i,16%,2%,i,3%,12%,·,8%,15%
CCN(CC)S(=O)(=O)c1c(OC)cc(C)c(Cl)c1C,-16%,16%,?,i,0%,-25%,1%,3%,11%
CCCn1c(SCC(=O)c2c[nH]c3ccccc23)nnc1-c1ccncc1,i,?,11%,i,1%,25%,2%,-6%,15%
